High-throughput results from PubChem BioAssay.
NSD2 HMT inh: blocks human histone methyltransferase NSD2. NSD2 peptide methylation, AlphaScreen, 120 min. inhibition, % at 12.5 µM. hit rate 0.54% among 310,000; in the data active means inhibition above about 50%
LANA DNA inh: inhibitors of KSHV LANA C-terminal domain DNA binding | MBP-C-LANA/FAM-LBS DNA binding, fluorescence polarization | inhibition, % at 9 µM | hit rate 0.078% among 340,000 | AID 504423;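 active means highest replicate inhibition at or above 60% at 9 µM, even if other replicates fall short; inactive means all replicates below 60% inhibition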;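 further: 0% = neutral control wells and 100% = 4 µM acridine orange control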
CAL PDZ FP-1: blocks peptide binding to the human CAL PDZ domain; Q9HD26; purified CAL PDZ, TMR-peptide fluorescence polarization, 1 h; inhibition, % at 24.9 µM; hit rate 0.92% among 300,000; AID 602252;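 active means mean inhibition of at least 30% with at least half of replicates also reaching 30%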;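 further: 0% = DMSO neutral control and 100% = excess unlabeled competitor peptide PRC23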
DAGLB inhibitor: blocks human DAGLB lipase activity; hit rate 0.059% among 340,000; inhibition, % at 5.17 µM; HEK293T DAGLB membrane lysate, EnzChek fluorogenic substrate; AID 504411; Q8NCG7; in the data active means inhibition above about 34%;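 further: 0% = enzyme with vehicle and 100% = wells lacking enzyme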
DSG3 Ab inh: human desmoglein-3 autoantibody binding inhibition. binding (percent of control), % at 10 µM. DSG3-coupled beads, scFv-anti-DSG3-GFP binding, flow cytometry; active compounds read low. P32926. hit rate 0.48% among 310,000;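 active means binding more than 3 SD below its plate's average and above zero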;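 further: hits lower antibody fragment binding to DSG3; some compounds called inactive have numbers as strong as hits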
V-ATPase pHluor: alters yeast V-ATPase proton transport; AID 504577; hit rate 0.37% among 350,000; response, % at 10 µM; S. cerevisiae, pHLuorin cytosolic pH fluorescence; in the data active means response mostly above about 7.3%, no sharp cut-off; inactive means mostly below about 5.4%; further: actives read high; inactives centre near 0; some compounds called inactive have numbers as strong as hits; reference of the scale not given here
Keap1-Nrf2 PPI: disrupts human Keap1 binding to Nrf2 peptide; AID 504523; Q14145; Keap1 Kelch-Nrf2 peptide fluorescence polarization, 1536-well; inhibition, % at 9.4 µM; hit rate 0.15% among 340,000; in the data active means inhibition above about 12%;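 further: human Keap1 Kelch domain with fluorescein labeled Nrf2 9mer peptide probe; 0% = neutral control wells and 100% = peptide positive control; higher means more block of Keap1 binding to Nrf2 peptide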
Target sequence (Q14145 whole entry, looked up, the tested form may be a part): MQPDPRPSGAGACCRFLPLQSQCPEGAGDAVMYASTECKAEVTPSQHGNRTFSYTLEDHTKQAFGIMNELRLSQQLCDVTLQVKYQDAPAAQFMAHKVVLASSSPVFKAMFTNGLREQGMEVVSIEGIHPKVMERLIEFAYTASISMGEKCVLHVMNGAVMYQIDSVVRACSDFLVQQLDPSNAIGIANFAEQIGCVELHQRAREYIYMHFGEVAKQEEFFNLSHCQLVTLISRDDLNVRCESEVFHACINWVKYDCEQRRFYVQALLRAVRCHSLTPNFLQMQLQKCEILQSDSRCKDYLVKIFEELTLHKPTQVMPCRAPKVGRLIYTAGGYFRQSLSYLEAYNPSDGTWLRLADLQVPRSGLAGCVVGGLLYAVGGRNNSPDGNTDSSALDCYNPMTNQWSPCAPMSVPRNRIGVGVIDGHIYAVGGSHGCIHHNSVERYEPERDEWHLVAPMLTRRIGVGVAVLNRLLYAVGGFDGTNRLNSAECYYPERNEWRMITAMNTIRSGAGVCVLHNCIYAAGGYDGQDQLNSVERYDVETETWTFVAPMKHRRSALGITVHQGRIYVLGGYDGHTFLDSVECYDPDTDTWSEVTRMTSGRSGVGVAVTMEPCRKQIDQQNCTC
CAL PDZ FP-2: human CAL PDZ-peptide interaction inhibition. Q9HD26. purified CAL PDZ, TMR-peptide fluorescence polarization, 1 h. inhibition, % at 20 µM. hit rate 0.02% among 330,000. AID 504414;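 active means highest replicate inhibition of at least 40%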;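 further: plate controls were DMSO neutral control wells for no effect and unlabeled competitor peptide control wells for full effect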
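System: purified tagged CAL PDZ domain construct (CerCALP). Schedule: 1 h incubation at room temperature before polarization reading. Medium: 25 mM sodium phosphate pH 7.4, 150 mM NaCl, TCEP, IgG, Thesit. Read-out: percent inhibition from loss of millipolarization. Measured by: FP readout, S and P plane fluorescence. Probe or stimulus: fluorescent TMR peptide probe.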
Cardiac RTF inh: cardiac RTF calcium desensitization; P19429+P45379; IANBD-labeled cardiac RTF, Ca2+ fluorescence; inhibition, % at 7.15 µM; hit rate 0.12% among 340,000;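 active means inhibition above the mean inhibition of all tested compounds plus 3 SD, cut at about 17% in these data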;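 further: assay run at fixed EC70 calcium of 1.6 mM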
Arr AP2 block: inhibitors of human beta-arrestin and AP2 interaction; FITC-arrestin peptide / GST-AP2 beads, flow cytometry; AP2 beta2 appendage carries R879A mutation; inhibition, % at 10 µM; hit rate 0.31% among 340,000;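 active means inhibition above a set limit, near 3 SD of compounds lacking own fluorescence, cut at about 54% in these data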;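 further: plate controls were DMSO wells for no effect and 5 µM unlabelled arrestin peptide for full effect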
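Assay system: GST-AP2 R879A bound to glutathione beads, E. coli-expressed; Medium: PBS with 0.05% Tween 20 and 0.1% BSA; Also added: fluorescein-tagged arrestin peptide at 50 nM final; Timing: 12 min plus 1 h, RT; Measured by: flow cytometry, FL1 (488/535 nm); Evaluation: percent drop in bead-associated FITC signal.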
An asterisk follows results filed as active; nt = not tested or not shown.

SMILES | NSD2 HMT inh | LANA DNA inh | CAL PDZ FP-1 | DAGLB inhibitor | DSG3 Ab inh | V-ATPase pHluor | Keap1-Nrf2 PPI | CAL PDZ FP-2 | Cardiac RTF inh | Arr AP2 block
C=CCN1C(=O)c2ccccc2Sc2ccc(C(=O)NC(C)C)cc21 | 0 | 0.4 | -5 | -1 | 101 | 1 | -3 | -3.7 | -1 | -1
COc1ccc(OC)c(C(=O)COC(=O)COc2ccccc2F)c1 | -3 | 1.6 | -3 | -11 | 100 | -1 | -3 | -3.8 | -7 | 3
Cc1cccc(N(CC(=O)NC2CCCC2)C(=O)CS(=O)CC(=O)Nc2ccc3c(c2)OCO3)c1C (centres undefined) | 4 | 0.0 | -5 | -2 | nt | 3 | 0 | -0.3 | -8 | -11
CCOC(=O)c1cc(-c2cccc(C(F)(F)F)c2)nc2nc(SC)[nH]c(=O)c12 | -4 | -0.6 | 1 | 1 | 100 | 2 | -6 | -1.5 | -7 | 2
COc1cc(/C=C/C(=O)OCC(=O)NCCc2ccc(S(N)(=O)=O)cc2)ccc1OCC#N | -1 | -2.8 | -1 | 2 | 100 | 6 | -6 | -2.3 | -10 | 6
CCCN(C(=O)c1cc(S(=O)(=O)N(C)c2ccccc2OC)ccc1C)C1CCS(=O)(=O)C1 (centres undefined) | -2 | -0.2 | nt | 0 | 100 | -8 | -1 | -0.6 | 1 | 13
CC(C)c1ccc(OCCCN2CCCC2)cc1 | -2 | -2.6 | -6 | 1 | 99 | -1 | -2 | 0.0 | 1 | 4
Cc1ccc(/C=C/C(=O)Nc2ccc(S(=O)(=O)Nc3onc(C)c3C)cc2)cc1 | 7 | -0.2 | -5 | 6 | 97 | -3 | 0 | -2.3 | 11 | 14
CCCC(=O)Nc1nc(-c2ccc3c(c2)CCN3S(C)(=O)=O)cs1 | -4 | 0.1 | -1 | 1 | 98 | 2 | -5 | -2.4 | -3 | -5
O=C(CSc1nc(-c2ccc(F)cc2)cc(C(F)(F)F)n1)NCCN1CCOCC1 | 0 | -1.6 | -1 | -3 | 104 | 0 | 0 | 0.6 | -9 | 10

Brought forward from above: three entries; new compounds follow.
SMILES | NSD2 HMT inh | LANA DNA inh | CAL PDZ FP-1 | DAGLB inhibitor | DSG3 Ab inh | V-ATPase pHluor | Keap1-Nrf2 PPI | CAL PDZ FP-2 | Cardiac RTF inh | Arr AP2 block
Cc1ccc(/C=C/C(=O)Nc2ccc(S(=O)(=O)Nc3onc(C)c3C)cc2)cc1 | 7 | -0.2 | -5 | 6 | 97 | -3 | 0 | -2.3 | 11 | 14
CCCC(=O)Nc1nc(-c2ccc3c(c2)CCN3S(C)(=O)=O)cs1 | -4 | 0.1 | -1 | 1 | 98 | 2 | -5 | -2.4 | -3 | -5
O=C(CSc1nc(-c2ccc(F)cc2)cc(C(F)(F)F)n1)NCCN1CCOCC1 | 0 | -1.6 | -1 | -3 | 104 | 0 | 0 | 0.6 | -9 | 10
CCN(CC)C(=O)CCC(=O)Nc1ccc(C(=O)OC)cc1 | nt | -2.1 | 2 | 4 | 107 | -2 | -2 | -1.0 | 5 | 17
O=C(O)C1C2C=CC3(CN(c4cccc(C(F)(F)F)c4)C(=O)C13)O2 (centres undefined) | -4 | -0.1 | -4 | -1 | 103 | -1 | 7 | -0.7 | -7 | -4
O=C1C2C3CCC(C3)C2C(=O)N1CNc1ccc(F)cc1 (centres undefined) | nt | -1.6 | -4 | -2 | nt | -3 | -1 | 0.2 | -5 | -1
Cc1cc([N+](=O)[O-])nn1CC(=O)N1N=C(C(F)F)CC1(O)C(F)F (centres undefined) | 3 | -0.1 | -2 | 4 | 95 | 0 | -7 | 0.0 | -9 | -2
CCOc1ccc(Br)cc1S(=O)(=O)Nc1cccc(S(=O)(=O)N(CC)CC)c1 | 31 | 0.5 | 5 | 0 | 80 | 0 | -1 | -1.4 | 1 | -5
Cc1ccc2sc(NNC(=O)C3COc4ccccc4O3)nc2c1C (centres undefined) | nt | -1.6 | 6 | 3 | 104 | -4 | -2 | -0.3 | 2 | 6
Cc1ccc(S(=O)(=O)NCCc2ccncc2)cc1C | -2 | 0.6 | -5 | -1 | 99 | 1 | 0 | -0.5 | -7 | -1
CC(C)CCNC(=O)Cc1ccccc1[N+](=O)[O-] | -6 | -0.3 | -2 | 0 | 124 | 2 | 4 | -1.4 | -7 | -6
CCOc1ccc(C=NNc2ccc(S(=O)(=O)Nc3ccccc3C(=O)O)cc2[N+](=O)[O-])cc1OC | 6 | -0.3 | -2 | 14 | nt | 1 | 3 | 1.1 | 1 | 2
CC(Nc1nc(-c2ccc(F)cc2)cs1)c1nc2cc(C(F)(F)F)ccc2n1CCOCCO (centres undefined) | nt | -0.6 | -2 | 0 | 104 | 2 | 1 | 1.2 | 0 | 7
CCOC(=O)c1ccc(NC(=O)c2cc3ccccc3o2)cc1 | -3 | 1.4 | -3 | -6 | 101 | 0 | 3 | -3.4 | 3 | 4
CC(NC(=O)c1ccc(S(=O)(=O)C(F)F)cc1)c1ccccc1 (centres undefined) | nt | -6.6 | -6 | -1 | 114 | 1 | -2 | -0.3 | -4 | -16
CCOC(=O)C(C(=O)OCC)=C1OC(=O)c2ccccc21 | -2 | -1.4 | -10 | 1 | 91 | 2 | 8 | 1.4 | -3 | 3
O=C1Nc2ccccc2/C1=C/c1cnc(-c2ccccc2)[nH]1 | -3 | 3.7 | 0 | -1 | 169 | -11 | 1 | 0.8 | -63 | -5
Cc1ccc(NC(=O)CCC(=O)NNC(=O)c2ccco2)cc1C | 1 | -0.6 | -1 | 2 | 102 | 0 | 0 | nt | 3 | 0
Cc1cc2oc(C(=O)N(Cc3ccco3)C3CCS(=O)(=O)C3)cc(=O)c2cc1Cl (centres undefined) | 1 | -0.5 | -2 | 2 | 98 | -2 | -2 | -2.1 | 4 | 5
COc1ccccc1OCC(=O)NCCSCc1ccc(Cl)cc1 | -1 | 1.1 | 0 | -6 | 88 | -6 | -3 | -0.4 | 5 | 17
COC(=O)c1cccn(CC(=O)c2ccc(Cl)cc2)c1=O | -6 | -1.1 | 5 | 0 | 103 | -1 | 1 | 1.1 | -5 | 37
Cc1ccc(C(=O)NN=C2CCCCCC2)s1 | 2 | 0.1 | 0 | -2 | 95 | -5 | -4 | -2.2 | -4 | 5
CSc1ccc(C2C(C#N)=C(N)N(c3ccccc3)C3=C2C(=O)CCC3)cc1 (centres undefined) | 3 | -0.8 | -2 | 3 | 111 | -1 | -2 | -0.4 | -9 | 14
Cc1cc([N+](=O)[O-])nn1CC(=O)Nc1ccc(Cc2ccncc2)cc1 | -1 | 0.6 | -1 | -2 | 84 | -4 | -6 | -1.5 | -8 | 2
COc1cc(OC)cc(C(=O)OCC(=O)c2cc(C)n(CC3CCCO3)c2C)c1 (centres undefined) | 2 | 0.0 | 6 | -4 | nt | -5 | -1 | -0.3 | -11 | 16
CCn1nnnc1SCCSc1nnnn1CC | -3 | 3.1 | -1 | 4 | nt | -3 | 3 | -2.5 | -7 | 5
O=C(Oc1cccc(C(=S)N2CCOCC2)c1)c1ccc([N+](=O)[O-])cc1[N+](=O)[O-] | -1 | -0.3 | nt | 1 | nt | -1 | 0 | -2.5 | -9 | 1
O=C(NCSc1ccncn1)c1ccccc1 | -2 | -0.5 | -2 | 0 | 101 | -3 | -3 | 0.2 | 0 | 24
CCCCNC(=S)NNC(=O)c1ccncc1 | -5 | -0.3 | -5 | 2 | 106 | 4 | -3 | -0.1 | 6 | -4
CN(/N=C/c1ccc(N(C)C)cc1)C1=NS(=O)(=O)c2ccccc21 | -4 | -0.9 | 6 | 3 | 88 | 0 | -6 | -0.7 | -12 | -2
CCOC(=O)c1cc2sc(C)cc2n1CC(=O)N1CCc2ccccc21 | nt | -0.6 | -8 | -3 | 103 | 6 | -2 | -0.5 | -5 | -6
CSCCC(NC(=O)COc1ccccc1)C(=O)N(C)Cc1ccc(SC)cc1 (centres undefined) | 9 | -0.3 | -1 | -5 | 91 | -2 | -1 | 0.3 | -4 | 3
O=C(Cn1cc([N+](=O)[O-])cn1)N1CCN(Cc2ccc3c(c2)OCO3)CC1 | -1 | 1.8 | -5 | -1 | 96 | 3 | 2 | -2.0 | 0 | -11
O=C1C=CC(=O)N1CCCCCCCCCCN1C(=O)C=CC1=O | -3 | -0.4 | -9 | 2 | 92 | -1 | -10 | 0.6 | 2 | -18
CC(Sc1ncnc2sccc12)C(=O)Nc1ccc(S(N)(=O)=O)cc1 (centres undefined) | 0 | -0.3 | -7 | -1 | nt | 3 | -3 | -2.4 | 4 | 37
CCNS(=O)(=O)c1ccc(OC)c(C(=O)NC2CCCCC2)c1 | nt | 1.4 | 3 | -3 | 94 | -2 | 1 | 0.3 | 1 | 6
COC(=O)c1c(C)oc(C)c1S(=O)(=O)N(C)C1CCCCC1 | 3 | nt | nt | nt | 90 | -2 | nt | nt | nt | 6
Cn1c(=O)c(-c2ccccc2[N+](=O)[O-])c(Cl)c2ccccc21 | 35 | 2.5 | nt | 0 | 107 | 1 | -4 | -0.3 | -2 | 13
O=C(Nc1cccc(F)c1)c1coc(=O)c(Br)c1 | 18 | 3.1 | -4 | 0 | 88 | -4 | -7 | -1.1 | -16 | 3
CCOc1ccccc1NC(=O)COC(=O)CSc1ccc(Cl)cc1 | -2 | 0.2 | -9 | -4 | 88 | -1 | 3 | -1.7 | -6 | 2
Cn1c(=O)[nH]c(=O)c2c1nc([N+](=O)[O-])n2Cc1ccccc1 | -1 | -1.6 | 0 | -1 | 115 | 4 | -55 | -1.5 | 2 | 9
Cc1c(C(=O)N2CCN(c3ccc([N+](=O)[O-])cc3)CC2)sc2ncn(CC(=O)N3CCOCC3)c(=O)c12 | 3 | 0.7 | -2 | 3 | 102 | -87 | -1 | -2.1 | -8 | 9
CC(=O)Oc1ccc(/C=N/NC(=O)c2ccc(N(C)S(=O)(=O)c3ccccc3)cc2)cc1 | 0 | 0.3 | nt | -1 | nt | 7 | -4 | -3.3 | -28 | -11
Cc1cccc(-n2ncc3c(=O)[nH]c(SCC(=O)N4CC(=O)Nc5ccccc54)nc32)c1 | -2 | 2.3 | 37* | 2 | 100 | 1 | -2 | 0.0 | 1 | 24
Cc1ccc(-c2nc(N3CCOCC3)sc2C(=O)N2CCCCC2)cc1 | -1 | 1.6 | -2 | 1 | 101 | -1 | 1 | 0.4 | -7 | 1
Cc1ccc(S(=O)(=O)CCC(=O)OCC(=O)Nc2cc(S(=O)(=O)N3CCOCC3)ccc2C)cc1 | 2 | 0.9 | -10 | 0 | 99 | 0 | -3 | -1.7 | -15 | -6
O=C(CSc1nnnn1C1CCCCC1)N1CCCC1 | -2 | 1.6 | 1 | -3 | 104 | 1 | 1 | 1.2 | 0 | 1
O=C(COC(=O)c1cc(=O)[nH]c2ccccc12)NCc1ccccc1 | -2 | 0.6 | -3 | 1 | nt | 0 | -8 | -1.8 | -9 | 2

An excerpt; count on the stated rates, not on these rows.
